# Rab7 wt GTP bind: modulators of GTP binding to dog Rab7 wildtype GTPase | GST-Rab7 beads, fluorescent GTP binding, flow cytometry; actives lie on both sides; untreated = 100%, excess cold GTP = 0% | GTP binding activity (percent of control), % at 10 µM | hit rate 0.055% among 190,000 | AID 758;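 active means fluorescent GTP binding to Rab7 beads changed by at least 20 points from the 100% baseline, either direction, mostly lower; inconclusive means compound itself probably fluorescent, or too few beads counted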;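 further: median green fluorescence of bound Bodipy-FL-GTP per Rab7 bead population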
# ABCG2 block: inhibitors of human ABCG2 transporter, ABCB1 counter-screen. Q9UNQ0. IgMXP3 cells, JC-1 efflux, flow cytometry. inhibition, % at 6.6 µM. hit rate 0.1% among 190,000. AID 1325;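 active means inhibition above 80%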;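 further: 0% = DMSO and 100% = nicardipine control wells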
#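 Incubation: cells with compound and JC-1, 10 min at 25 °C, rotating, no wash / Test system: IgMXP3 (ABCG2) plus far-red-tagged CCRF-Adr (ABCB1) cells / Compound dosing: one concentration, 6.6 µM final / Also added: JC-1 fluorescent substrate / Evaluation: efflux inhibition in percent versus controls / Detection: flow cytometry, 530 nm JC-1 signal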
# Mcl1-Noxa inh: disrupts binding of human Mcl-1 to Noxa peptide | TR-FRET Mcl-1/Noxa peptide binding, 2 h | inhibition, % at 21.7 µM | hit rate 1.5% among 220,000 | AID 1022;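 active means compounds that cut the protein-peptide binding signal by more than 50% relative to plate controls in a single-dose test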;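 further: His-tagged Mcl-1 with rhodamine Noxa BH3 peptide and terbium anti-His antibody; 0% = Mcl-1 plus Noxa peptide wells and 100% = peptide-only wells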
# Target sequence (Q07820 whole entry, looked up): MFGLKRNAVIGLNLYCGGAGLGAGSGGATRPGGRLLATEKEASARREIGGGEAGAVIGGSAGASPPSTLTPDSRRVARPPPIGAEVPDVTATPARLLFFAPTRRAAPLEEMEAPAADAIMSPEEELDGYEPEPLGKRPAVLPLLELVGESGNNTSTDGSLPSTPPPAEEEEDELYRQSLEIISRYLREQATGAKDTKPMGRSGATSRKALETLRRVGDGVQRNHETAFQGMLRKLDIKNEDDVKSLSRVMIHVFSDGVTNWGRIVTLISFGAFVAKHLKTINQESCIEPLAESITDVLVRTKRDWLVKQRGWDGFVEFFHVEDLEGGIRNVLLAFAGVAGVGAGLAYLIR
# Rac1 wt GTP bind: modulators of human Rac1 wildtype GTP binding; P63000; GST-Rac1 beads, fluorescent GTP binding, flow cytometry; actives lie on both sides; 0 = cold GTP competed, 100 = untreated; GTP binding activity (% of control), % at 10 µM; AID 757; hit rate 0.27% among 190,000;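 active means GTP binding activity at least 20 points away from the 100% control level, either lower or higher; inconclusive means compound flagged as likely green fluorescent, judged across all proteins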
# Avidin fluor: avidin bead compound fluorescence profile; AID 1775; fluorescence (KMESF) at 10 µM; hit rate 0.38% among 220,000; Avidin beads, compound fluorescence 488/530 nm, flow cytometry; stronger effect = higher value; in the data active means fluorescence above about 47; further: inactives centre near 10
# Cdc42 wt GTP: human Cdc42 wildtype GTP binding change, either direction. hit rate 0.2% among 190,000. GST-Cdc42 beads, Bodipy-GTP binding, flow cytometry; actives lie on both sides. percent activity (GTP binding), % at 10 µM. P60953;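 active means percent activity GTP binding at least 20 points away from the 100% baseline, either down as inhibitor or up as activator; inconclusive means compound flagged as likely green fluorescent from well-wide comparison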;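 further: median bead fluorescence of bound Bodipy-FL-GTP at 100 nM; 0% = excess unlabeled GTP control and 100% = no compound control; below 100% means less GTP binding so inhibitor and above means activator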
# Target sequence (P60953 whole entry, looked up): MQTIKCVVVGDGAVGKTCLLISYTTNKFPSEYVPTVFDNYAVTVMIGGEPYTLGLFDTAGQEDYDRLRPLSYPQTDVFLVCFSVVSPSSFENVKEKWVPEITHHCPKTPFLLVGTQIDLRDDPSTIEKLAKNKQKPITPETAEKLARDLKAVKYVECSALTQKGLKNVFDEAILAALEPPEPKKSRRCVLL
# HRas wt GTP: human HRas wildtype GTP binding, change in either direction | P01112 | GST-Ras wt beads, Bodipy-FL-GTP binding, flow cytometry; actives lie on both sides | GTP binding activity, % at 10 µM | hit rate 0.14% among 190,000;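 active means GTP binding activity at least 20% away from the 100% baseline, either lowered as inhibitor or raised as activator; inconclusive means flagged as likely green fluorescent, judged across all proteins in the well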;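 further: 0% = unlabeled GTP competition control and 100% = no-compound control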
# Target sequence (P01112 whole entry, looked up): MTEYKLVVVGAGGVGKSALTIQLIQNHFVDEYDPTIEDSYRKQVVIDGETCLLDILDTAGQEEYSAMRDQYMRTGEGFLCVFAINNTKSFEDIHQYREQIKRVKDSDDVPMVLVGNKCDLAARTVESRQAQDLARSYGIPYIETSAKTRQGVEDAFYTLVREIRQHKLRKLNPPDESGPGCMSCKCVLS
# Rab2 wt GTP: changes GTP binding to wildtype dog Rab2A, up or down. P61105. GST-Rab2 wt beads, Bodipy-GTP binding, flow cytometry. GTP binding activity, % at 10 µM. hit rate 0.19% among 190,000. AID 760;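 active means GTP binding activity at least 20 points away from 100%, either lowered or raised; inconclusive means signal likely due to the compound's own green fluorescence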;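 further: 0% = beads with excess unlabeled GTP and 100% = no-compound control corrected for plate trend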
# Pf gamet viab: P. falciparum stage V gametocyte viability inhibition; P. falciparum stage V gametocytes, ATP luminescence, 24 h; inhibition, % at 10.9 µM; hit rate 0.065% among 150,000; AID 743093;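 active means inhibition above the mean plus 3 SD of compounds within the control limits, set per campaign, cut at about 38% in these data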;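 further: 0% = DMSO wells and 100% = medium only without gametocytes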
# Rac1 act GTP bind: modulators of GTP binding to human Rac1 activated mutant; GST-Rac1 activated beads, fluorescent GTP binding, flow cytometry; actives lie on both sides; 100% means binding = to untreated wells; percent activity (GTP binding), % at 10 µM; hit rate 0.11% among 190,000; AID 764;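 active means GTP binding at least 20 percentage points away from the 100% baseline, in either direction, so actives lie on both sides; inconclusive means Compound likely fluorescent itself, or too few beads counted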
# ABCB1 block: blocks JC-1 efflux by human ABCB1 transporter; P08183; CCRF-Adr cells, flow cytometry; inhibition, % at 6.6 µM; hit rate 0.067% among 190,000; AID 1326; in the data active means inhibition above about 40%;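 further: 0% = vehicle and 100% = reference inhibitor; higher value means more JC-1 retained so stronger ABCB1 efflux block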
# * hit, by the source's call; ? = inconclusive; · = not tested or not shown.
SMILES,Rab7 wt GTP bind,ABCG2 block,Mcl1-Noxa inh,Rac1 wt GTP bind,Avidin fluor,Cdc42 wt GTP,HRas wt GTP,Rab2 wt GTP,Pf gamet viab,Rac1 act GTP bind,ABCB1 block
CCOC(=O)c1ccc(NC(=O)N2CCN(S(C)(=O)=O)CC2)cc1,104,1,-12,107,16,105,103,103,·,98,0.3
CCOc1cc(/C=C2\SC(=O)N=C2N)ccc1O,90,5,52*,77*,3,87,86,80,·,89,1.8
Cc1cc(NS(=O)(=O)c2ccc(NC(=O)CCCOc3ccccc3)cc2)no1,104,2,9,103,34,103,102,101,·,98,0.5
COc1ccc(C(=O)Nc2nc3ccc4nc(C)sc4c3s2)cc1,99,-7,53*,107,4,103,102,100,·,101,-2.7
C=CCNC(=O)CC(=O)N/N=C/c1ccc(F)cc1,100,7,6,99,21,100,99,98,·,97,0.7
CC(NS(=O)(=O)c1ccc(F)cc1)C(=O)NCc1ccncc1 (stereo unspecified),99,0,-4,110,10,99,101,102,14,100,-0.6
Clc1ccc(-c2noc(CCCOc3ccccc3)n2)cc1,96,0,5,91,34,86,94,92,·,86,0.2
O=C(CN1C(=O)c2ccccc2C1=O)Nc1ccc(S(=O)(=O)NCC2CCCO2)cc1 (stereo unspecified),99,2,0,96,13,99,97,99,8,97,0.6
CCCSc1nnc2n(N)c(=O)c3ccccc3n12,103,1,-4,105,35,105,104,102,-37,100,0.0
COCCNC(=O)COc1ccc(C)c(C)c1,103,-1,0,101,8,97,98,99,·,97,-0.3
COc1ccccc1NC(=O)NCc1ccccc1F,92,6,2,95,6,94,93,95,4,94,0.0
CC(C)(C)C(=O)Nc1nc(-c2ccccc2)ns1,95,5,10,100,13,94,98,97,-6,96,1.5
Cc1nc2c(C)cccn2c1/C(O)=C1\C(=O)C(=O)N(CCN(C)C)C1c1ccncc1 (stereo unspecified),99,0,10,104,27,103,101,103,11,100,0.0
CCOc1ccc(C2C(C#N)=C(N)Oc3nc[nH]c(=O)c32)cc1 (stereo unspecified),105,0,11,100,10,96,99,99,-18,97,-0.1
O=c1cc(CO)oc(C(Nc2ccccn2)c2ccccc2Cl)c1O (stereo unspecified),107,-6,45,103,4,96,101,101,-9,98,-1.4
CC(C)COc1ccc(C(=O)NC(=S)Nc2ccc(CN3CCOCC3)cc2)cc1,102,4,-8,103,19,102,100,101,·,100,2.6
CC1CN(C(=O)CN2C(=O)NC3(CCCCCC3)C2=O)CC(C)O1 (stereo unspecified),101,-1,5,107,33,102,101,101,-29,101,-0.4
CCCCCNC(=O)c1c[nH]c2ccc(S(=O)(=O)N3CCC4(CC3)OCCO4)cc2c1=O,100,0,-14,102,10,97,101,96,-10,98,0.1
CC(C)(C)n1nc2c(c1NC(=O)c1ccc(S(=O)(=O)N3CCCCC3)cc1)CS(=O)C2 (stereo unspecified),94,1,-17,96,14,97,99,97,·,97,0.2
COc1ccc(C2NCCc3c2[nH]c2ccccc32)cc1CSc1nc2ccccc2s1 (stereo unspecified),99,0,20,109,3,102,103,103,2,102,1.7

# Reprinted at random: three compounds from above
SMILES,Rab7 wt GTP bind,ABCG2 block,Mcl1-Noxa inh,Rac1 wt GTP bind,Avidin fluor,Cdc42 wt GTP,HRas wt GTP,Rab2 wt GTP,Pf gamet viab,Rac1 act GTP bind,ABCB1 block
C=CCNC(=O)CC(=O)N/N=C/c1ccc(F)cc1,100,7,6,99,21,100,99,98,·,97,0.7
CC(C)(C)n1nc2c(c1NC(=O)c1ccc(S(=O)(=O)N3CCCCC3)cc1)CS(=O)C2 (stereo unspecified),94,1,-17,96,14,97,99,97,·,97,0.2
CCOC(=O)c1ccc(NC(=O)N2CCN(S(C)(=O)=O)CC2)cc1,104,1,-12,107,16,105,103,103,·,98,0.3

# 3 compounds from above, ordered by molecular weight, smallest number first:
SMILES,Rab7 wt GTP bind,ABCG2 block,Mcl1-Noxa inh,Rac1 wt GTP bind,Avidin fluor,Cdc42 wt GTP,HRas wt GTP,Rab2 wt GTP,Pf gamet viab,Rac1 act GTP bind,ABCB1 block
CCCSc1nnc2n(N)c(=O)c3ccccc3n12,103,1,-4,105,35,105,104,102,-37,100,0.0
CCOC(=O)c1ccc(NC(=O)N2CCN(S(C)(=O)=O)CC2)cc1,104,1,-12,107,16,105,103,103,·,98,0.3
Cc1cc(NS(=O)(=O)c2ccc(NC(=O)CCCOc3ccccc3)cc2)no1,104,2,9,103,34,103,102,101,·,98,0.5

# Later entries.
SMILES,Rab7 wt GTP bind,ABCG2 block,Mcl1-Noxa inh,Rac1 wt GTP bind,Avidin fluor,Cdc42 wt GTP,HRas wt GTP,Rab2 wt GTP,Pf gamet viab,Rac1 act GTP bind,ABCB1 block
COc1ccccc1-n1cnnc1SCC(=O)Nc1cc(C)on1,96,1,-9,95,9,97,93,99,17,96,0.2
O=C(O)CNC(=S)N(Cc1ccccc1)Cc1cccs1,94,0,-9,90,11,90,96,93,9,89,0.1
Cn1c(N)c(C(=O)COC(=O)CSc2ccccc2)c(=O)n(C)c1=O,100,1,18,105,7,97,100,98,21,98,0.1
CC(=O)Oc1c(S(=O)(=O)c2ccccc2)c(C)nn1C(C)(C)C,102,3,-2,102,13,99,100,99,·,98,0.6
CCNC(=O)c1c(C)nc2ccccn12,96,3,-16,97,10,99,100,99,·,99,0.7
COC1C=CC(CNC(=O)c2cc3c(=O)n4cccc(C)c4nc3n2C)(OC)O1 (stereo unspecified),98,3,6,100,10,97,98,99,·,97,0.5
COc1cc(S(=O)(=O)NCc2ccc3c(c2)OCO3)ccc1Cl,99,1,-10,96,13,96,99,101,·,96,0.6
CC(C)(C)n1ncc2c(=O)n(CC(=O)Nc3ccc4c(c3)OCO4)cnc21,100,12,20,108,12,102,99,101,·,98,1.2
Cn1cnnc1SCC(=O)NCCc1ccccc1,103,1,-4,104,4,101,102,102,-27,100,0.0
CC(C)CC(=O)Nc1ccc(C(=O)Cn2nc(C(=O)O)c3ccccc3c2=O)cc1,97,1,-27,96,5,96,95,96,·,96,0.0
COc1cc(-c2nc(-c3cccc(C(F)(F)F)c3)no2)cc(OC)c1OC,102,28,-16,104,7,99,100,99,·,99,0.1
O=C(OC1CCOC1=O)c1cccc(S(=O)(=O)N2CCc3ccccc3C2)c1 (stereo unspecified),106,15,-4,97,5,100,100,104,3,95,1.2
N#Cc1ccccc1NC(=O)c1ccccc1OCC(=O)NCc1ccco1,99,5,4,97,13,95,97,96,·,92,1.0
Cc1ccc(-n2ncc(C#N)c2/N=C/N2CCCCCC2)cc1,99,1,-7,99,24,95,97,98,11,96,0.0
Cc1noc(C)c1COc1ccc(C(=O)OC(C)C(=O)Nc2ccc(N3CCOCC3)cc2)cc1 (stereo unspecified),99,0,-13,101,3,100,100,100,-20,97,0.1
N#Cc1cc(C(=O)c2cc(Br)ccc2O)cn(Cc2ccccc2)c1=O,107,31,15,101,10,98,99,99,-2,95,0.5
COCCN(CCOC)c1nc(N)c2c(N)nc3c(c2c1C#N)CC(=O)N3Cc1ccc(Cl)cc1,99,-9,49,94,11,95,95,92,-7,93,-0.2
CCCN1C(=O)/C(=C/c2ccc(OCC(=O)OCC)cc2)NC1=S,105,2,-1,102,4,100,102,103,-11,98,-0.3
c1ccc2c(c1)ccc1nnc(SCc3ccc4c(c3)OCO4)n12,94,2,5,99,7,94,93,94,·,97,0.3
CSc1nc(C(=O)N2CCCC(C(=O)c3ccc(Cl)cc3)C2)cs1 (stereo unspecified),96,5,10,92,7,91,94,92,14,91,1.7
CCOC(=O)c1c(NC(=O)c2ccc(Br)o2)sc2c1CCCC2,97,15,4,102,15,100,98,98,11,100,1.3
COc1ccc(/C=C2/C(=O)N(Cc3ccccc3)N=C2C)cc1,98,1,7,99,13,92,98,96,7,96,0.4
O=C(CN1C(=O)C2CC=CCC2C1=O)Nc1nnc(SCc2ccc(F)cc2)s1 (stereo unspecified),98,9,9,101,11,103,100,100,·,100,0.5
CCN(CC)CCCNc1cc2n(c(=O)n1)CCc1cc(OC)c(OC)cc1-2,95,0,2,88,13,85,85,81,·,89,0.2
CCOC(=O)C1CCN(Cc2cnc(Oc3ccc(Cl)cc3C)s2)CC1,96,3,-7,102,10,102,100,99,8,95,0.5
CCCSc1nc(N)nc(-c2cccs2)c1C#N,98,3,-6,96,11,96,97,96,-35,96,0.5
Cc1ccc2oc(NC(=O)N3CCOCC3)cc(=O)c2c1,100,2,-2,98,13,98,102,98,·,99,0.6
Cc1ccc(NC(=O)COC(=O)c2ccc3c(c2)C(=O)N(CCc2ccccc2)C3=O)c(C)c1,98,2,1,104,3,99,100,99,13,100,0.2
CCOC(=O)c1nn(-c2ccccc2)c(=O)c(C#N)c1C,?,9,-2,?,12,?,?,?,7,?,0.9
CCN(CC(=O)NCCc1ccccc1)S(=O)(=O)c1ccccc1,96,0,0,98,7,95,100,100,·,94,0.1
Cn1c(C(=O)N2CCc3ccccc3C2)cc2oc3ccccc3c21,101,31,2,111,32,103,102,105,·,101,1.4
C#CCOCCOCCOCCNc1nc(N2CCOCC2)nc(N2CCN(C(=O)[C@H]([C@@H](C)CC)n3cc([C@@H](N)CO)nn3)CC2)n1,98,1,3,98,5,97,96,96,·,97,1.0
O=C(NCCc1csc(-c2cccnc2)n1)c1cccs1,101,1,15,103,24,102,101,101,·,99,0.0
CCC(=O)Nc1ccc(C(=O)CSc2nnc(-c3cccnc3)o2)cc1,100,0,-5,106,35,102,99,101,·,99,0.1
COC(OC)C12c3ccccc3C(c3ccccc31)C1C(=O)N(c3cccnc3)C(=O)C12 (stereo unspecified),98,1,3,98,11,99,98,98,0,100,1.3

# High-throughput results deposited in PubChem BioAssay by several laboratories.
